Screens: PubChem BioAssay, The Scripps Research Institute Molecular Screening Center
M5 PAM – potentiates acetylcholine response at human M5 receptor; actives 0.3% (n = 360,000); CHO-K1 hM5, Fluo-8 calcium, ACh EC20 PAM; 0% = ACh EC20, 100% = ACh EC100; activation, % at 3 µM; P08912; AID 624038;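 active = activation above the run cutoff, the mean activation of all test compounds plus 3 SD, cut at about 18% in these data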
Target sequence (P08912 whole entry, looked up): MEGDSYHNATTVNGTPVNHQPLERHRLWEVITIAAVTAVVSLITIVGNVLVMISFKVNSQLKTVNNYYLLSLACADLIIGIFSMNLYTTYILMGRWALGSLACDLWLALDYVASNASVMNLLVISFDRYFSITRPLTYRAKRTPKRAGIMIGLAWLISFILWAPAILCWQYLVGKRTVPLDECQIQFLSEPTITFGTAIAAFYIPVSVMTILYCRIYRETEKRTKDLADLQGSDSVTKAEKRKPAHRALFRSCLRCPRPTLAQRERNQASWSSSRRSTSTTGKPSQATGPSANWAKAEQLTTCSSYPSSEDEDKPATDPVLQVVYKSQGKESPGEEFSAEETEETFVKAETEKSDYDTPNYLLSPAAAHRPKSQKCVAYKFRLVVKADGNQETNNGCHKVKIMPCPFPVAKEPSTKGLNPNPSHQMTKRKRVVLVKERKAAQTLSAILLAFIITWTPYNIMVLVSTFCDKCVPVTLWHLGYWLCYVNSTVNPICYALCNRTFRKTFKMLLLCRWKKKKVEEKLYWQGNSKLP
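System – CHO-K1 hM5 cells · Compound – 3 µM, single dose · Incubation – compound preincubation 140 s before EC20 acetylcholine addition · Technique – Fluo-8 calcium fluorescence · Measure – Max/basal fluorescence ratio as % of EC20–EC100 ACh window · Benchmarks – low control EC20 acetylcholine (0%), high control EC100 acetylcholine (100%) · Replication – singlicate, one well per test compound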
CHRM4 agonist – CHRM4 agonism in calcium assay; AID 624127; activation, % at 3 µM; CHO-K1 hM4/Gqi5, Fluo-8 calcium fluorescence; vehicle 0%, full acetylcholine response 100%; actives 0.14% (n = 360,000);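 active = activation above the run mean over all test wells plus 3 SD, cut at about 32% in these data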;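 also: peak over basal fluorescence ratio per well then scaled between controls; 0% = DMSO wells and 100% = acetylcholine at EC100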
CHRM5 agonist – CHRM5 agonism in calcium assay | activation, % at 3 µM | CHO-K1 hM5 cells, Fluo-8 calcium fluorescence; 0% DMSO wells, 100% maximal acetylcholine response | actives 0.19% (n = 360,000) | AID 624037 | P08912;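 active = activation above the run's mean over test compounds plus 3 SD, cut at about 23% in these data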;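 also: signal is peak over basal fluorescence ratio across the kinetic read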
CHRM4 PAM – CHRM4 positive allosteric modulation; P08173; CHO-K1 hM4/Gqi5, Fluo-8 calcium fluorescence, ACh EC20; 0% = ACh EC20, 100% = maximal ACh; activation, % at 3 µM; actives 0.4% (n = 360,000);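 active = activation above its plate's cutoff, the mean activation of sample wells plus 3 SD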; also: some results filed as inactive read as strong as hits
M4 antag – antagonists of human muscarinic M4 receptor (CHRM4) | P08173 | CHO-hM4 cells, ACh EC80, Fluo-8 calcium fluorescence | inhibition, % at 3 µM | actives 0.73% (n = 360,000) | AID 624125;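 active = inhibition above its plate's cutoff, the mean inhibition of sample wells plus 3 SD, cut at about 27% in these data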;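 also: 0% = acetylcholine EC80 with DMSO and 100% = DMSO without agonist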
M5 antag – blocks acetylcholine activation of human M5 receptor | P08912 | CHO-hM5 cells, Fluo-8 calcium fluorescence, ACh EC80 | inhibition, % at 3 µM | actives 0.59% (n = 360,000);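 active = inhibition above a per-plate cutoff, the mean of that plate's test compounds plus 3 SD, cut at about 27% in these data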;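 also: 0% = acetylcholine EC80 with DMSO and 100% = DMSO without agonist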
CHO-K1 Ca antag – nonselective inhibitor or artifact in parental CHO-K1 cells. inhibition, % at 3 µM. ATP-induced calcium, Fluo-8 fluorescence. actives 0.6% (n = 360,000);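 active = inhibition above a per-plate cutoff, the plate's mean sample inhibition plus 3 SD, cut at about 24% in these data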;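 also: 0% = DMSO plus EC80 ATP and 100% = DMSO alone without ATP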
CHO-K1 Ca ag – M1 agonist counterscreen hit in parental CHO-K1 cells. activation, % at 3 µM. Fluo-8 calcium fluorescence; scaled to maximal ATP response, vehicle zero. actives 0.48% (n = 360,000); in the data active = activation above about 15%;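 also: untransfected CHO-K1 host cells lacking M1 receptor as counterscreen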
M1 PAM parental – counter-screen for M1 PAMs: effect in parental CHO-K1 cells; actives 0.02% (n = 360,000); ATP EC20, Fluo-8 calcium fluorescence; 0% at ATP EC20, 100% at ATP max; activation, % at 3 µM; AID 602247;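 active = activation above the run cutoff, the mean activation of all test compounds plus 3 SD, cut at about 40% in these data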;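 also: peak over basal fluorescence ratio in a 140 s read after ATP addition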
Numbers without * were called inactive; nt = no result given.

SMILES	M5 PAM	CHRM4 agonist	CHRM5 agonist	CHRM4 PAM	M4 antag	M5 antag	CHO-K1 Ca antag	CHO-K1 Ca ag	M1 PAM parental
Cc1ccc2nc(-c3ccccc3Cl)cc(C(=O)Nc3cc(C)on3)c2c1	3	0	-6	8	-9	-3	2	0.0	-2
COc1ccc(-n2nc3ccc(NS(C)(=O)=O)cc3n2)cc1Cl	-3	3	-1	9	-4	11	-3	0.4	6
CC(C)Oc1ccc(CN2CCC(n3nccc3NC(=O)CCc3ccccc3)CC2)cc1	6	4	-6	-14	18	10	-9	2.1	13
CN1C2=NCCN2C(=O)c2cc(Cl)ccc21	5	3	-3	1	-4	5	-8	0.7	16
O=C(NCCCO)c1cc2c([nH]c3ccccc32)c(-c2ccccc2)n1	-7	8	-2	-6	-1	2	-14	4.7	2
Cc1ccc(O)c(CNc2nccs2)c1	1	1	-1	1	-14	-3	-8	1.3	8
Cc1ccc(C23CC4CC(CC(C(=O)OCC(=O)NC5CCS(=O)(=O)C5)(C4)C2)C3)cc1 (stereo unspecified)	-2	1	2	8	-13	6	-1	0.2	13
COc1cccc(NC(=O)Nc2ccc3c(c2)OCO3)c1	-2	5	0	1	0	-5	0	2.4	-9
Cc1cccc(N(C)C(=O)CCS(=O)(=O)c2cc3c(cc2Cl)NC(=O)CO3)c1	-1	3	3	0	-1	3	1	1.0	8
CCN(Cc1cc(=O)n2ccsc2n1)c1cccc2ccccc12	-5	1	-1	0	-2	8	-4	1.1	7
Cc1ccc(NC(=O)c2nc[nH]c2C(=O)N2CCC(C)CC2)cc1	0	2	-7	15	-15	-6	-19	0.8	13
COc1ccc(N2CCN(c3nc4c(c(=O)n(C)c(=O)n4C)n3Cc3ccccc3)CC2)cc1	-2	-1	-5	0	16	0	-7	1.2	19
CN(C)CCNC(=O)Cn1nc(C(F)F)cc1C1CC1	4	0	1	18	7	-11	7	-0.1	-13
O=C(NC1CCCCC1)c1ccccc1C(F)(F)F	0	2	-3	2	-2	8	-15	1.1	0
c1coc(-c2nnc3sc(-c4cccs4)nn23)c1	2	1	-3	5	-11	-8	-7	0.7	16
O=C1/C(=C\c2ccco2)CCC/C1=C\c1ccco1	-5	6	1	4	6	9	-2	7.4	-1
O=C(CN1C(=O)NC(Cc2ccccc2)C1=O)Nc1ccccc1OC(F)F (stereo unspecified)	2	3	7	7	-10	-1	11	-0.1	3
COC(=O)[C@@]12C[C@@H](CC(=O)NCC34CC5CC(CC(C5)C3)C4)C(=O)N(Cc3ccc4c(c3)OCO4)C1=CCC(C)(C)C2	2	0	0	3	12	3	nt	nt	nt
Cc1ccc(-n2c(SCc3ccc(C#N)cc3)nnc2-c2ccccn2)cc1	2	1	-3	-1	6	1	4	0.1	-5
Cc1cnc(NC(=O)c2ccc3c(c2)C(=O)N(Cc2ccco2)C3=O)s1	-7	4	3	2	6	4	15	1.1	-4
O=C(Nc1ccccc1F)Nc1cc(Cl)ccc1-n1cncn1	-2	0	-3	0	6	16	-10	0.4	-12
CCOC(=O)CC(=O)Nc1ccn[nH]1	-4	10	5	-17	10	3	1	2.3	-14
COc1ccc(C2CC(c3ccccc3F)=NN2c2ccc(S(N)(=O)=O)cc2)cc1 (stereo unspecified)	5	2	2	2	9	-1	-9	0.7	15
CC(=O)OCc1c(-c2ccccc2)c2cc([N+](=O)[O-])ccc2n1C	-2	-1	-7	-1	-7	6	0	-1.0	1
O=C(Nc1ncnc2sc3c(c12)CCCCC3)c1ccc(F)cc1	3	-2	-2	-1	-2	1	-13	0.1	21

One compound at a time, as listed above.
Entry for `Cc1ccc(NC(=O)c2nc[nH]c2C(=O)N2CCC(C)CC2)cc1` → M5 PAM = 0; CHRM4 agonist = 2; CHRM5 agonist = -7; CHRM4 PAM = 15; M4 antag = -15; M5 antag = -6; CHO-K1 Ca antag = -19; CHO-K1 Ca ag = 0.8; M1 PAM parental = 13
Entry for `COc1ccc(C2CC(c3ccccc3F)=NN2c2ccc(S(N)(=O)=O)cc2)cc1` (stereo unspecified) → M5 PAM = 5; CHRM4 agonist = 2; CHRM5 agonist = 2; CHRM4 PAM = 2; M4 antag = 9; M5 antag = -1; CHO-K1 Ca antag = -9; CHO-K1 Ca ag = 0.7; M1 PAM parental = 15

The list continues.
SMILES	M5 PAM	CHRM4 agonist	CHRM5 agonist	CHRM4 PAM	M4 antag	M5 antag	CHO-K1 Ca antag	CHO-K1 Ca ag	M1 PAM parental
Fc1ccc(NC2=NCCCCC2)cc1	9	1	-5	-6	6	1	-3	0.4	-7
CC(C)CC(=O)Nc1ccccc1N1CCN(c2ccccc2)CC1	-4	-1	-2	-3	-2	12	-4	-0.6	-7
CCC(C)n1c(SCC(=O)/C(C#N)=C(\C)N)nc2ccccc2c1=O (stereo unspecified)	-4	1	-1	7	3	0	-2	0.2	-9
COc1cccc(NC(=O)CN(C)C(=O)c2cc(C3CC3)nn2-c2ccccc2)c1	-4	7	0	-4	-3	0	-11	2.3	12
COc1cc(NC(=O)C(Cc2ccccc2)n2cccc2)cc(OC)c1 (stereo unspecified)	-6	3	-4	-15	10	12	13	0.2	-20
COC(=O)C1=NN(C(=O)c2cccc(Cl)c2)C(O)(C(C)(C)C)C1 (stereo unspecified)	-1	1	-3	3	3	5	-4	-0.1	8
CC(=O)NC(=S)Nc1ccccc1N1CCCCC1	0	-2	-7	1	-3	-2	-15	-0.3	21
COc1ccc(Cc2nc3ccc(C(=O)NC(C)c4cn(C)nc4C)cc3o2)cc1 (stereo unspecified)	5	1	1	3	-18	-10	-19	1.2	0
C=CCNC(=S)NN=C1CCCCCCC1	2	0	-12	5	-2	6	-15	0.2	13
O=C(CS(=O)(=O)Cc1ccccc1)NCc1ccco1	2	1	2	8	-5	0	-3	0.5	21
O=C(NCCN1CCN(c2ccccc2F)CC1)c1cccn2c(=O)c3ccccc3nc12	-14	10	-4	-18	2	15	0	2.9	-3
Cc1[nH]c2ccc(C(=O)NC3CCCC3)cc2c1C	-3	-1	-4	4	-8	-1	1	-0.3	-18
CCOC(=O)/C(C#N)=C/c1ccc(N2CCCCC2)cc1	-13	4	1	-5	-7	12	-1	4.8	9
O=C(c1ccccc1)N1CCN(S(=O)(=O)N2CCCCCC2)CC1	-1	2	-1	7	-27	2	-5	1.0	0
CC1(C(=O)Nc2ccc3c(c2)OCCO3)CCN1Cc1ccccc1OC(F)F (stereo unspecified)	-5	7	-1	0	-8	-6	-5	3.4	14
CCOc1ccc(OCC)c(NC(=O)CCn2c(=O)oc3ccccc32)c1	-1	2	0	-4	5	-1	-1	0.9	1
COc1ccc(C(=O)NCc2nc(C)c(C)s2)cc1OC1CCN(C(C)C)CC1	-4	0	-7	-2	1	2	-11	1.3	-1
CC(=O)Nc1cccc(C(=O)NNC(=O)c2ccc(-n3cnnn3)cc2)c1	8	0	1	4	-4	8	5	-0.2	-12
CCn1c(SCC(=O)Nc2ccc3c(c2)OCO3)nnc1-c1ccccc1O	-4	3	3	-8	-3	5	-3	2.8	15
CCC(=O)c1ccc(OCC(=O)NNC(=O)c2cc(C)oc2C)cc1	-7	0	1	16	-18	5	-2	0.1	0
O=C(/C=C\Nc1ccc2c(c1)OCO2)c1ccc2c(c1)OCO2	-4	3	0	7	-5	5	-9	0.5	1
CCOC(=O)N1CCN(C(=S)NC(=O)c2ccc(F)c(F)c2)CC1	-8	1	-2	-12	-3	8	-7	0.1	2
CC(C)CNC(=O)C1(C)CCCCCN1C(=O)c1csnn1 (stereo unspecified)	2	1	0	19*	-18	4	-10	0.7	21

Compounds from the list above with a Cl atom (6):
SMILES	M5 PAM	CHRM4 agonist	CHRM5 agonist	CHRM4 PAM	M4 antag	M5 antag	CHO-K1 Ca antag	CHO-K1 Ca ag	M1 PAM parental
Cc1ccc2nc(-c3ccccc3Cl)cc(C(=O)Nc3cc(C)on3)c2c1	3	0	-6	8	-9	-3	2	0.0	-2
COc1ccc(-n2nc3ccc(NS(C)(=O)=O)cc3n2)cc1Cl	-3	3	-1	9	-4	11	-3	0.4	6
CN1C2=NCCN2C(=O)c2cc(Cl)ccc21	5	3	-3	1	-4	5	-8	0.7	16
Cc1cccc(N(C)C(=O)CCS(=O)(=O)c2cc3c(cc2Cl)NC(=O)CO3)c1	-1	3	3	0	-1	3	1	1.0	8
O=C(Nc1ccccc1F)Nc1cc(Cl)ccc1-n1cncn1	-2	0	-3	0	6	16	-10	0.4	-12
COC(=O)C1=NN(C(=O)c2cccc(Cl)c2)C(O)(C(C)(C)C)C1 (stereo unspecified)	-1	1	-3	3	3	5	-4	-0.1	8

Only CHRM4 PAM and M5 PAM, for some of the entries so far:
mol	CHRM4 PAM	M5 PAM
Cc1cnc(NC(=O)c2ccc3c(c2)C(=O)N(Cc2ccco2)C3=O)s1	2	-7
Cc1ccc(NC(=O)c2nc[nH]c2C(=O)N2CCC(C)CC2)cc1	15	0
